# M1 ag – human M1 muscarinic receptor agonism | CHO-K1 hM1, Fluo-8 calcium fluorescence, agonist mode; 0% DMSO, 100% acetylcholine EC100 | 360,000 tested, 0.33% active | activation, % at 3 µM | P11229;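 active = activation above the run's mean compound activation plus 3 SD, cut at about 16% in these data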;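 also: peak over basal fluorescence ratio within a 140 s kinetic read after compound addition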
# Target sequence (P11229 whole entry, looked up): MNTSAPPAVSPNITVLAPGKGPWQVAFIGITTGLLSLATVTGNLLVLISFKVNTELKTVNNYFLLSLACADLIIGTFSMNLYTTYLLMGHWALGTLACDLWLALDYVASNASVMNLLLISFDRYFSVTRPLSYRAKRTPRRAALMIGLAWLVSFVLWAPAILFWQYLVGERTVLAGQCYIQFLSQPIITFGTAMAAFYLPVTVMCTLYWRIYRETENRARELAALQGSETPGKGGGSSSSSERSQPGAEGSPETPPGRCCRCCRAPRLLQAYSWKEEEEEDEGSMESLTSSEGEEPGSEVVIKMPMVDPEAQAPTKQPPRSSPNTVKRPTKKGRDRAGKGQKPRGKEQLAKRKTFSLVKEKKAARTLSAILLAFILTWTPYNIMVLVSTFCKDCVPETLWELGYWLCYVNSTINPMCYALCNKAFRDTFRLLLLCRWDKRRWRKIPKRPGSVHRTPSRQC
# CHO parental Ca – signal in parental CHO cells, OX1R antagonist counter-screen. inhibition, % at 5.6 µM. 330,000 tested, 0.63% active. parental CHO-K1, ATP-induced calcium, Fluo-8 fluorescence;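 active = inhibition above that plate's mean sample inhibition plus 3 SD, cut at about 26% in these data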;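 also: 0% = ATP-challenged DMSO wells and 100% = DMSO wells without ATP; some compounds past the cut are filed as inactive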
#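 material = parental CHO cells | also added = ATP as calcium-mobilizing challenge | dosing = single point at 5.6 µM | detection = intracellular calcium via Fluo-8 no-wash fluorescent dye | read-out = % inhibition | benchmarks = low control ATP plus DMSO, high control DMSO only | repeats = one well per compound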
# V1aR counter – V1a receptor agonism, counter-screen for OXTR agonists; 320,000 tested, 0.25% active; P37288; CHO-V1R cells, Fluo-8 calcium fluorescence, agonist mode; 0% DMSO, 100% 3 nM vasopressin; AID 2797; activation, % at 3 µM;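 active = activation above the mean activation of all tested compounds plus 3 SD, per screening run, cut at about 20% in these data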;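 also: signal is peak over basal fluorescence ratio across a 100 second FLIPR read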
# Target sequence (P37288 whole entry, looked up): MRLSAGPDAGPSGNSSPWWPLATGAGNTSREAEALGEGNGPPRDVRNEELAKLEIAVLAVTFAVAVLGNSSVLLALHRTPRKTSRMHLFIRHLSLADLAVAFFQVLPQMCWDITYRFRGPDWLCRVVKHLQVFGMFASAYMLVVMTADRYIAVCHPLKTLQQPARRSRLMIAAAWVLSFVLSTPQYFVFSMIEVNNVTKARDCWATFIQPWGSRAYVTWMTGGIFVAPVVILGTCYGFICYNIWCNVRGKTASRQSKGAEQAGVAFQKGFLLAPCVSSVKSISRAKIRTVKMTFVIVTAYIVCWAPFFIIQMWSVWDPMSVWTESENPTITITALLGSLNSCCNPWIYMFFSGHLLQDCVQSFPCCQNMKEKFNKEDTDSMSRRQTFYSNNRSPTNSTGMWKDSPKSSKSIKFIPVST
# CHO-K1 Ca antag – M1 antagonist counterscreen hit in parental CHO-K1 cells. ATP-induced calcium, Fluo-8 fluorescence. inhibition, % at 3 µM. 360,000 tested, 0.6% active. AID 602250;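 active = inhibition above a per-plate cutoff, the plate's mean sample inhibition plus 3 SD, cut at about 24% in these data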;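 also: 0% = DMSO plus EC80 ATP and 100% = DMSO alone without ATP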
# TAAR1 ag – agonists of human TAAR1 | activation, % at 3 µM | Q96RJ0 | 360,000 tested, 0.99% active | CHO RD-HGA16 TAAR1, Fluo-8 calcium fluorescence; vehicle wells 0%, saturating PEA agonist 100%;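 active = activation above the mean activation of all test compounds in the run plus 3 SD, cut at about 38% in these data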
#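 Repeats: no replicates (n 1) | Material: CHO-derived RD-HGA16 cells with stable Gα16 and human TAAR1 | Technique: Kinetic Fluo-8 calcium fluorescence | Schedule: 17-24 h seeding, 75 min 37 °C dye, 30 min RT | Evaluation: % activation from peak over basal fluorescence ratio, DMSO-to-PEA scaled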
# CHO-K1 Ca PAM – M1 PAM counterscreen hit in parental CHO-K1 cells | ATP EC20, Fluo-8 calcium fluorescence; 0% at ATP EC20, 100% at ATP max | activation, % at 3 µM | 360,000 tested, 0.02% active | AID 602247;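 active = activation above the run cutoff, the mean activation of all test compounds plus 3 SD, cut at about 40% in these data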;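 also: peak over basal fluorescence ratio in a 140 s read after ATP addition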
# M1 ag parental – counter-screen for M1 agonists: effect in parental CHO-K1 cells; 360,000 tested, 0.48% active; Fluo-8 calcium fluorescence; scaled to maximal ATP response, vehicle zero; activation, % at 3 µM; in the data active = activation above about 15%;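 also: untransfected CHO-K1 host cells lacking M1 receptor as counterscreen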
# OXTR potentiate – potentiators of human oxytocin receptor; P30559; CHO-OTR cells, Fluo-8 calcium fluorescence, potentiator mode; 0% = oxytocin EC15, 100% = EC100; activation, % at 3 µM; 320,000 tested, 0.061% active; AID 2445;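 active = activation above that plate's cutoff, the mean activation of tested compounds plus 3 SD, cut at about 6.6% in these data, passing the limit was not always enough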;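 also: 100% uses oxytocin at 75 nM as the full agonist control; some results filed as inactive read as strong as hits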
#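 assay system = CHO-OTR cells, human receptor | schedule = compound 6 min at room temperature before oxytocin, 100 s read | detection = Fluo-8 intracellular calcium fluorescence, ex 470-495, em 515-575 nm | evaluation = normalized max/min fluorescence ratio, % activation | control set = EC15 oxytocin alone as 0%, 75 nM oxytocin (EC100) as 100%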
# TAAR1 antag – human TAAR1 antagonism; CHO RD-HGA16 TAAR1, Fluo-8 calcium fluorescence, antagonist; inhibition, % at 3 µM; 360,000 tested, 1.5% active;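 active = inhibition above a per-plate cutoff, the mean inhibition of test compounds on that plate plus 3 SD, cut at about 49% in these data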;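 also: 0% = DMSO plus EC80 beta-PEA response and 100% = DMSO alone without agonist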
#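 Material: RD-HGA16 CHO cells with stable hTAAR1 and Gα16; Dosing: single nominal final test compound concentration of 3 µM; Schedule: seeding 17-24 h prior, 75-min 37 °C, 30-min RT dye loading; Detection: kinetic Fluo-8 calcium fluorescence measurement; Measure: % inhibition from peak post-agonist over basal fluorescence ratio; Benchmarks: vehicle and agonist controls.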
# The depositor's hits bear a star; nt = not tested or not shown.
nr	SMILES	CHO-K1 Ca PAM	CHO parental Ca	TAAR1 antag	M1 ag parental	V1aR counter	OXTR potentiate	M1 ag	TAAR1 ag	CHO-K1 Ca antag
1	O=C(Nc1ccccc1F)C1CCN(C(=O)NC2CCCCC2)CC1	-7.2	-7.6	9.6	0.5	0.2	-1.3	-1.9	-1.4	-11.5
2	CCOc1ccc(-c2n[nH]c(=S)n2/N=C/c2cc3c(cc2[N+](=O)[O-])OCO3)cc1	5.9	0.9	22.5	-0.6	-0.4	-3.0	-2.2	-0.3	-2.5
3	OCCCNc1nc(-c2ccccc2)c2cc(Br)ccc2n1	16.0	-16.7	-9.0	0.5	2.2	-12.2	-6.8	12.7	-13.4
4	CCO/N=C(\C)c1c(O)cc(C(C)C)n(-c2ccccc2)c1=O	6.0	-3.5	7.0	-0.3	1.7	-0.9	-1.9	1.8	-3.5
5	COc1cccc(OC)c1C(=O)Nc1cc2c(cc1N1CCOCC1)n(C)c(=O)n2C	10.3	-7.6	-0.6	2.2	3.9	-2.6	-1.2	4.4	-17.4
6	O=C(CNC(=O)c1ccc(OC(F)F)cc1)NCC1(N2CCOCC2)CCCCC1	-2.5	-7.3	13.0	0.5	0.1	4.4	-8.2	4.6	-0.5
7	COc1ccc(CCNC(=O)[C@@H](NC(N)=O)C(C)C)cc1	6.6	-1.4	24.1	1.0	0.0	2.5	6.2	-0.8	-11.1
8	CCC(C)n1c(NC(=O)c2ccccc2)c(C#N)c2nc3ccccc3nc21 (configuration not stated)	21.9	-11.8	54.5*	4.5	2.1	-9.0	-0.8	13.7	-9.0
9	O=C(CSc1nc2ccsc2c(=O)n1Cc1ccc(C(=O)O)cc1)NCc1ccco1	10.2	-6.2	8.9	0.1	0.5	1.1	-2.0	4.9	-2.5
10	COC(=O)C1CCCN1S(=O)(=O)c1ccccc1NC(=O)c1cc(OC)c(OC)c(OC)c1 (configuration not stated)	-24.5	-4.9	-11.7	1.3	-0.5	-3.9	-0.4	0.6	7.2
11	CCN(C(=O)COC(=O)/C=C/c1cccc([N+](=O)[O-])c1)c1ccccc1	5.7	-6.7	-4.4	1.5	-0.3	1.2	-6.8	-0.3	-12.0
12	CNCc1cc2ccc(C)cc2[nH]c1=O	10.8	3.4	3.9	0.3	0.8	-11.5	-4.1	1.5	-7.4
13	O=C(NN=C1CCCCCCC1)c1ccccn1	6.1	-3.5	5.8	7.7	-0.5	2.0	-4.5	5.1	4.2
14	CC(C)(C)c1ccc(/C=C/C(=O)N2CCc3ccccc3C2)cc1	18.5	-1.5	29.0	2.2	3.1	-9.9	-0.9	16.4	-10.1
15	O=C(N/C(=C/c1cccc([N+](=O)[O-])c1)C(=O)N1CCOCC1)c1ccc(Br)cc1	15.2	-4.3	-35.3	0.5	-0.7	-7.6	-3.2	10.2	-7.1
16	CCN(CC)CCCN1C=C2C(=O)C(C)(OC(=O)C3CCCC3)C(=O)C=C2C=C1c1ccsc1 (configuration not stated)	6.7	-6.7	10.9	0.3	-0.2	-8.9	-9.7	6.5	-12.1
17	Cc1c(OC(C)C(=O)N2C[C@H]3C[C@@H](C2)c2cccc(=O)n2C3)ccc2c3c(c(=O)oc12)CCCC3 (some centres not stated)	5.7	-27.6	-14.6	-0.1	1.1	-1.9	-9.8	2.1	-0.6
18	Cc1ccc(C(=O)Nc2cccc(C(F)(F)F)c2)cc1Nc1ncnc2nc[nH]c12	8.2	-3.7	51.8*	3.7	1.4	-13.6	-0.8	4.0	-5.2
19	Cc1cccc(NC(=O)CSc2ccc(-c3ccc4c(c3)OCO4)nn2)c1C	-2.4	11.7	-2.7	0.0	0.3	5.7	-4.1	-0.4	3.3
20	CCOC(=O)N1CCN(c2ccccc2O)CC1	12.0	-4.5	7.4	0.2	2.5	-1.5	-0.2	1.0	-15.0
21	COc1ccccc1-c1nnc(SCC(=O)N2CCCCC2)o1	10.2	-24.6	-23.0	0.7	1.5	4.0	-1.6	2.4	-8.8
22	COc1cc(OC)c(OC)cc1CNCC1COc2ccccc2O1 (configuration not stated)	-0.9	-21.8	4.8	-0.5	0.9	0.6	-3.3	1.9	-2.9
23	COc1ccc(NC(=O)Cc2coc3cc(C)ccc23)cc1S(=O)(=O)N1CCOCC1	14.7	-6.9	-11.6	-0.3	2.6	0.8	-7.4	-1.1	-2.6
24	CC(=O)c1[nH]c(C)c(C(=O)N2CCCC(Nc3ccc(C(C)C)cc3)C2)c1C (configuration not stated)	1.6	nt	-18.6	1.6	nt	nt	0.1	3.3	1.9
25	COc1ccc(CN2C(=O)C(CC(=O)NCC3CCCCC3)CC(C(=O)N(C)C)=C2C)cc1 (configuration not stated)	7.9	nt	-14.4	-0.1	nt	nt	-7.4	-1.6	-9.9
26	CCN1CCCC1CNC(=O)C(=O)NCCc1ccc(OC)c(OC)c1 (configuration not stated)	7.1	-11.3	-0.2	1.0	0.4	-3.6	-12.7	7.5	-8.3
27	CC(C)(C)OC(=O)C(C)(C)O/N=C(\C(=O)O)c1csc(N)n1	0.0	1.0	-14.9	1.8	-0.2	-2.1	-2.0	1.1	-9.7
28	C1=C(c2ccco2)N2CCN=C2S1	-23.0	0.3	7.3	-0.3	-0.3	-8.5	-4.5	-0.1	14.7
29	C=CCNC(=O)CCCCC(=O)NCC=C	-2.2	1.4	14.2	0.2	0.4	0.4	-0.8	1.7	10.4
30	CCOC(=O)N1CCN(C(=O)c2cnn(-c3ccccc3)c2NC(=O)c2ccccc2F)CC1	19.4	-6.0	6.6	0.7	0.0	-4.0	-1.9	10.5	-25.5

nr	SMILES	CHO-K1 Ca PAM	CHO parental Ca	TAAR1 antag	M1 ag parental	V1aR counter	OXTR potentiate	M1 ag	TAAR1 ag	CHO-K1 Ca antag
31	CCOC(=O)Nc1nc(-c2ccccc2)c(C(=O)c2ccccc2)s1	11.0	-26.0	39.4	1.7	-1.5	-12.6	-2.6	4.4	-0.3
32	Cc1cccc(OCCC(=O)OCC(=O)N2CCc3ccccc32)c1	15.3	-29.7	-11.8	-0.5	-0.7	-22.0	-3.0	-1.9	-9.2
33	CCOc1ccccc1OCCN1CCC(Cc2ccccc2)CC1	13.6	-22.5	-7.5	2.8	3.0	-8.5	-8.8	5.6	-1.7
34	O=C(/C=C/c1ccccc1Cl)Nc1ccc(Cl)cn1	3.1	16.6	-0.9	0.5	-0.4	-10.8	-0.8	9.2	-7.5
35	Cc1ccccc1C(=O)Nc1ccnn1C1CCN(Cc2ccccn2)CC1	4.4	2.7	6.1	0.8	0.9	-4.4	-2.9	0.4	-1.1
36	COc1cc(-n2c(C)nc3cc(C(=O)NCC4CCCO4)ccc32)cc(OC)c1OC (configuration not stated)	11.0	-9.7	-1.2	0.3	0.8	-2.1	-2.4	1.1	-12.2
37	CN1C(=O)C(CCC(N)=O)NC1=S (configuration not stated)	3.0	-7.1	-27.2	4.6	0.5	-2.7	-1.4	7.4	1.7
38	O=C(CCN1CCOCC1)NNC(=S)NC(=O)c1ccccc1	19.6	-3.5	5.8	0.9	1.6	-5.4	-9.5	4.1	-3.6
39	COc1ccc(OCCCC(=O)NNC(=O)CCN2CCN(c3ccccc3)CC2)cc1	6.0	-5.8	-14.4	4.8	4.9	-6.7	-0.5	3.3	-1.3
40	COc1ccccc1N1CCN(C(=O)CCc2ccc(S(=O)(=O)NC(C)C)cc2)CC1	15.7	-3.2	11.8	1.6	0.8	-12.4	-3.2	6.5	-11.2
41	O=C(N=C1SC2CS(=O)(=O)CC2N1CCc1ccc(F)cc1)C1CCCCC1 (configuration not stated)	2.9	-1.0	-14.3	0.8	0.3	-1.7	0.6	4.2	7.0
42	CC1CCC2(CC1)NC(=O)N(CC(=O)Nc1ccc3[nH]c(=O)[nH]c3c1)C2=O (configuration not stated)	6.3	0.6	-20.8	0.3	0.8	-0.1	-2.1	5.2	-6.5
43	COc1ccccc1-c1cn(C(C)(C)C)nc1C	14.4	-3.7	-18.3	1.5	-1.5	-6.4	-7.2	-0.1	-3.7
44	O=C(COc1ccc2ccc(=O)oc2c1)Nc1ccc(CCO)cc1	3.2	0.2	-3.1	2.7	0.2	-17.4	-2.1	2.1	-9.2
45	COc1ccc(CCNC(=O)C(NC(=O)OCc2ccccc2)C(C)C)cc1OC (configuration not stated)	-17.6	-22.6	-9.5	-0.1	-0.8	-6.2	-3.7	0.6	3.3
46	CCCS(=O)(=O)N1CCC(C(=O)NCCc2ccccc2)CC1	10.4	-8.9	8.9	0.1	-0.4	-7.6	-3.4	2.7	-1.2
47	N#CCCn1cc(C(=O)Nc2ccccc2Br)c(-c2cccs2)n1	11.7	3.4	-4.5	0.3	-1.0	-2.1	-6.4	0.0	4.0
48	Cc1ccsc1CN(C)CC(=O)Nc1cccc(S(=O)(=O)N(C)c2ccccc2)c1	-13.8	nt	35.0	0.0	nt	nt	-1.6	2.7	13.1

# Looked up by compound from the list above:
nr	SMILES	CHO-K1 Ca PAM	CHO parental Ca	TAAR1 antag	M1 ag parental	V1aR counter	OXTR potentiate	M1 ag	TAAR1 ag	CHO-K1 Ca antag
43	COc1ccccc1-c1cn(C(C)(C)C)nc1C	14.4	-3.7	-18.3	1.5	-1.5	-6.4	-7.2	-0.1	-3.7
36	COc1cc(-n2c(C)nc3cc(C(=O)NCC4CCCO4)ccc32)cc(OC)c1OC (configuration not stated)	11.0	-9.7	-1.2	0.3	0.8	-2.1	-2.4	1.1	-12.2
42	CC1CCC2(CC1)NC(=O)N(CC(=O)Nc1ccc3[nH]c(=O)[nH]c3c1)C2=O (configuration not stated)	6.3	0.6	-20.8	0.3	0.8	-0.1	-2.1	5.2	-6.5
41	O=C(N=C1SC2CS(=O)(=O)CC2N1CCc1ccc(F)cc1)C1CCCCC1 (configuration not stated)	2.9	-1.0	-14.3	0.8	0.3	-1.7	0.6	4.2	7.0
44	O=C(COc1ccc2ccc(=O)oc2c1)Nc1ccc(CCO)cc1	3.2	0.2	-3.1	2.7	0.2	-17.4	-2.1	2.1	-9.2
33	CCOc1ccccc1OCCN1CCC(Cc2ccccc2)CC1	13.6	-22.5	-7.5	2.8	3.0	-8.5	-8.8	5.6	-1.7

# Assay outcomes from PubChem.

# This is a random part of the collection. About 3.3% of those tested had a hit in this group.
